Bioassay records (PubChem BioAssay)
FN deposit inh – fibronectin deposition inhibition | 350,000 compounds, 0.086% hits | AH1F fibroblasts, Alexa488-fibronectin deposition fluorescence, overnight | inhibition, % at 12.6 µM;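 active = mean inhibition across replicates of 30% or more, regardless of how many single replicates reach that level; inconclusive = mean under 30% yet at least half of replicates reach 30%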;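 also: positive control wells lacked labelled fibronectin entirely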
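Material: AH1F fibroblasts assembling fluorescent fibronectin matrix; amount: 10000 AH1F cells/well; medium: DMEM, 2% serum; reagent: Alexa488-fibronectin, 24 nM final in well; dosing: single compound dose, delivered by pin transfer; incubation: 1 h adhesion, overnight exposure; detection: fluorescence after three HBSS washes, excitation 485 nm, emission 525 nm; measure: fibronectin deposition inhibition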
CFTR F508del cor – correctors of CFTR F508del function in bronchial epithelial cells | 350,000 compounds, 0.36% hits | CFBE cells, YFP halide quenching; stimulated with forskolin plus potentiator P3; % fluorescence drop versus neutral controls | activity (quench increase), % at 7.58 µM;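 active = mean added fluorescence quench of at least 8% versus neutral control, with both replicates also reaching 8%; inconclusive = only one of the mean or replicate conditions met; inactive = mean below 8% and not both replicates reaching 8%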;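 also: cells transiently co-express mutant CFTR-F508del with the halide-sensitive YFP; corrector assay measuring rescue of mutant channel to the surface after 24 h compound exposure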
miR122 inh – miR-122 inhibition in Huh7 cells. activation (reporter increase), % at 12.5 µM. 340,000 compounds, 0.3% hits. Huh7 miR-122 Renilla luciferase sensor, 48 h; neutral wells = 0, positive control = 100;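 active = mean replicate activation score at least 90 and every replicate individually at or above 90; inconclusive = only one of the two criteria met; inactive = neither criterion met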;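 also: higher luciferase means less miR-122 activity so hits act as miR-122 inhibitors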
PAX8 inh HTS – inhibitors of PAX8 transcriptional activity in RMG-I cells; RMG-I TPO-luciferase reporter, SteadyGlo, 24 h; inhibition, % at 12.6 µM; 360,000 compounds, 1.2% hits;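 active = mean replicate inhibition at least 60% with every replicate also reaching 60%; inconclusive = only one of the two criteria is met; inactive = mean below 60% and not all replicates reaching 60%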;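 also: luciferase light reporting Pax8 driven TPO promoter activity; plate controls were median of neutral control wells for no effect and mitoxantrone controls for full effect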
EWS-Fli inh – inhibitors of EWS/Fli oncoprotein transcriptional activity | A673 NR0B1-luciferase reporter, viability-normalised | inhibition, % at 12.6 µM | 350,000 compounds, 0.67% hits | AID 651661;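 active = mean inhibition of at least 50% after viability correction, with every replicate also passing that limit; inconclusive = mean reaches 50% but only one of two replicates passes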;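 also: firefly luciferase signal divided by Alamar Blue viability fluorescence both relative to DMSO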
GSIS activator – GLuc luminescence reporter in INS-1E cells, primary screen for activators of glucose-dependent secretion of insulin; INS-1E GLuc reporter insulin secretion, 2-3 h; activation, % at 16.6 µM; 370,000 compounds, 0.61% hits; AID 743287;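 active = lowest replicate activation of at least 40%, so every replicate reaches that level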;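 also: 0% = median of neutral control wells and 100% = median of IBMX positive control wells; some compounds called inactive have numbers as strong as hits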
DENV2 CPE – inhibitors of DENV2 cytopathic effect; DENV2-infected cells, cytopathic effect rescue, plate reader; CPE inhibition, % at 9.99 µM; 350,000 compounds, 1.7% hits; in the data active = CPE inhibition above about 20%, passing the limit was not always enough; inconclusive = no clear call, values can overlap the other calls; tested in BHK-21 cells;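 also: 0% = median of neutral control wells and 100% = median of positive control wells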
* = called active by the depositor; ? = inconclusive; / = no result given; & = joins results of further samples; ! = repeats disagree; [ ] = dose if it differs, or a comment.

#	mol	EWS-Fli inh	miR122 inh	PAX8 inh HTS	CFTR F508del cor	DENV2 CPE	GSIS activator	FN deposit inh
1	COc1ccc(C2(CNC(=O)/C=C/c3ccco3)CCCC2)cc1OC	-8.4	3.1	/	1.1	/	-22.4	/
2	CC1(C(=O)NS(=O)(=O)c2ccccc2)CCN1C(=O)c1ccccc1 (stereo not given)	0.1	-3.7	-5.6	4.4	1.2	/	-5.3
3	CCN(CC(=O)Nc1ccccc1C(F)(F)F)C(=O)Cc1sc(C)nc1-c1ccc(F)cc1	2.6	/	8.5	-1.5	-7.5	-11.8	1.9
4	O=C(NCCc1ccccc1)C1CCN(S(=O)(=O)c2ccc(Br)s2)CC1	/	2.2	5.4	/	/	-20.9	/
5	C[C@H](CO)N1C[C@H](C)[C@H](CN(C)S(=O)(=O)c2ccc(Cl)cc2)Oc2ccc(NC(=O)CCC(F)(F)F)cc2CC1=O	59.1*	48.3[16.7 µM]	34.3	-4.0	9.0	-12.3	-0.4
6	COc1ccc(NC(=O)C(c2cc3c(cc2[N+](=O)[O-])OCO3)N2CCN(C=O)CC2)cc1 (stereo not given)	3.0	/	-15.8	0.6	5.5	-6.5	-3.8
7	C[C@@H]1COc2cc(N3CC[C@H](O)C3)ccc2S(=O)(=O)N1	-8.0	/	-1.0	1.8	-3.5	2.2	1.5
8	CC(C)NC(=O)N(C)C[C@@H]1Oc2ncc(C#Cc3ccccc3)cc2C(=O)N([C@H](C)CO)C[C@@H]1C	-6.2	-10.0[16.7 µM]	/	2.3	-9.2	4.8	12.9
9	O=S(=O)(NNc1ncc(C(F)(F)F)cc1Cl)c1ccccc1	-0.1	/	3.3	0.1	-2.1	-11.0	2.8
10	COC(=O)C1CCN(C(=O)COC(=O)c2ccc(OC)c(S(=O)(=O)N3CCCc4ccccc43)c2)CC1	-17.8	/	-15.6	0.5	1.2	1.8	9.5
11	COc1ccc(CCC(=O)Nc2cccc(S(=O)(=O)N3CCCCCC3)c2)cc1OC	18.2	/	4.2	1.6	2.3	-35.7	4.4
12	CCc1ccc(CC(=S)N2CCOCC2)cc1	-22.3	-6.1	-3.5	3.5	0.2	-2.9	3.4
13	CCOC(=O)C1=C(C)OC(N)=C(C(=O)OCC)C1c1cccnc1 (stereo not given)	/	-2.5	/	/	/	26.9	-2.7
14	CN(C)c1ccc(C2C3C(=O)N(c4ccc(C(=O)O)cc4)C(=O)C3ON2c2ccccc2)cc1 (stereo not given)	/	-0.1	-17.5	/	/	/	-7.8
15	O=[N+]([O-])c1cccc(COc2ccccc2CN2CCCC2)c1	7.1	2.8	-6.9	-2.0	58.0*	/	-1.4
16	Cc1ccc2nc(N3C(=O)C(O)=C(C(=O)c4ccc(C)o4)C3c3cccc(O)c3)sc2c1 (stereo not given)	-0.7	/	-13.2	-0.9	-13.2	3.4	-8.2
17	C[C@@H]1CN([C@@H](C)CO)C(=O)c2cc(NS(=O)(=O)c3cn(C)cn3)ccc2O[C@@H](C)CCCCO[C@H]1CN(C)Cc1ccc2c(c1)OCO2	0.9	5.7[16.7 µM]	12.1	-0.1	?	0.7	1.9
18	Oc1cccc(CCC2CCCCN2Cc2cn[nH]c2-c2ccc3c(c2)OCO3)c1 (stereo not given)	-4.2	/	7.8	2.4	-1.1	-2.1	-6.4
19	CC1=C(C(=O)OCC2CCCO2)C(c2ccc(C)cc2)C2=C(CC(C)(C)CC2=O)N1 (stereo not given)	-1.0	/	-1.4	/	-1.9	-13.2	5.5
20	C[C@H](O)C#Cc1ccc2c(c1)O[C@H](CN(C)C(=O)CC1CC1)[C@H](C)CN([C@@H](C)CO)S2(=O)=O	1.6	-8.4[16.7 µM]	/	-1.3	-0.8	17.8	-5.7
21	CN1OC[C@@H]2CN(C(=O)c3cccc4ccccc34)[C@H](c3ccccc3Br)C[C@@H]21	3.4	3.3	-5.7	0.9	4.0	1.2	0.0
22	CCC(=O)Nc1cc(=O)[nH]c2nc(-c3ccc(Cl)cc3)nn12	4.9	1.1	-13.7	-3.6	2.3	-6.6	0.9
23	COc1cccc(CNC(=O)c2nnn(CC(=O)Nc3c(C)cccc3C)c2N)c1	-0.4	1.3	-7.0	-3.6	?	10.1	11.4
24	N#Cc1ccc(C(=O)N2CCC3CC2c2cc(-c4ccccc4)ccc23)cc1 (stereo not given)	0.1	-0.7	9.7	-2.4	-3.3	-3.3	-0.9
25	O=C(O)C1Cc2[nH]cnc2C(c2cccc([N+](=O)[O-])c2)N1 (stereo not given)	1.1	/	22.8	-2.3	1.9	-11.3	-3.0
26	O=C(C[C@@H]1C=C[C@H](NC(=O)c2cnccn2)[C@@H](CO)O1)NCc1ccccc1F	8.4	/	0.8	2.0	2.9	10.2	-5.7
27	Cc1ccc(N2C(=O)C3C4C=CC(CNC(=S)Nc5ccc(Cl)cc5)(O4)C3C2=O)cc1 (stereo not given)	4.2	63.3	-10.4	/	?	-4.9	3.1
28	CNc1nnc(SCC(=O)c2c(N)n(C3CC3)c(=O)[nH]c2=O)s1	-1.3	-13.9	-12.1	0.3	0.4	-3.2	-2.4
29	COc1ccccc1NC(=O)N(C)C[C@H]1OCc2cnnn2CCCC(=O)N([C@H](C)CO)C[C@@H]1C	-1.2&13.9&2.1	-6.0	-10.6&-2.0	1.5&0.1&2.4	-6.9&0.1&6.7	2.3&3.9	-0.2&9.1
30	CC1CCCCN1CCNC(=O)c1ccc2c(c1)N(Cc1ccccc1)C(=O)c1ccccc1S2(=O)=O (stereo not given)	/	2.0	5.4	-2.9	2.8	-5.6	6.2
31	COCC(N)(c1ccccc1)c1nc2ccccc2n1C (stereo not given)	/	-0.2	-13.8	/	/	/	-1.1
32	Cc1ccc(NC(=O)C2CC(=O)N(C(C)C)C2)cc1C (stereo not given)	5.9	/	9.7	0.1	?	10.7	3.7
33	CC=Cc1ccc2n(c1=O)C[C@H]1[C@H](CO)[C@@H](C(=O)NC3CCC3)N(CCC)[C@@H]21 (mixture of isomers)	-2.8	/	/	3.3	4.6	-2.1	/
34	COCCNC(=O)C[C@H]1C[C@@H]2c3cc(NC(=O)NC4CCCCC4)ccc3O[C@@H]2[C@@H](CO)O1	-6.6	-1.9[16.7 µM]	-7.0	-2.5	-7.7	8.3	-3.7
35	O=C(Nc1cccc(Cl)c1)N1C[C@@H]2[C@H](c3ccccc31)[C@@H](CO)N2CC1CCOCC1	-2.4	0.0[16.7 µM]	11.0	-1.2	-4.2	2.5	/
36	Cc1ccc(C)c(NC(=O)CSc2nncn2C)c1	-5.0	-5.9	-0.5	0.8	3.5	-0.4	-3.4
37	CCCNC(=O)C1(CC2CC(c3ccccc3)=NO2)CCN(C(=O)c2ccccc2)CC1 (stereo not given)	12.5	-6.8	-72.3	-1.6	5.1	/	13.0
38	O=C(COc1ccc(C(=S)N2CCCC2)cc1)Nc1ccccc1C(F)(F)F	/	-3.3	-7.3	5.0	10.3	-4.1	-2.4
39	CC1(Cc2cccc(C#N)c2)C(=O)Nc2c(Cl)cccc21 (stereo not given)	-0.7	-1.5	-2.4	-2.6	-5.0	4.1	/
40	C[C@H](CO)N1C[C@H](C)[C@H](CN(C)Cc2ccc(C(=O)O)cc2)Oc2c(NC(=O)Nc3cccc4ccccc34)cccc2C1=O	/	3.4[16.7 µM]	12.2	-2.6	1.7	5.9	/
41	CCOC(=O)c1[nH]c(C)c(C(=O)NC)c1C	-6.1	/	5.6	-0.1	-0.5	19.6	-6.1
42	CN(Cc1nc(-c2ccc3c(c2)OCO3)no1)CC1(N2CCOCC2)CCCCC1	-0.9	-2.9	-51.1	-3.0	-0.6	-22.4	2.6
43	Cc1ccc(S(=O)(=O)N(C)C[C@@H]2OCc3ccccc3-c3c(n(C)c4ccccc34)C(=O)N([C@H](C)CO)C[C@@H]2C)cc1	7.7	3.1	71.3*!	2.3&-1.5	-4.7&13.3	-16.6&10.9	-3.9&-1.5
44	CCn1cc(C2=NC(c3ccccc3)CO2)c2ccccc21 (stereo not given)	-18.5	4.2	-39.4	-0.7	11.8	/	1.7
45	C[C@H]1CN([C@@H](C)CO)C(=O)Cc2cc(NC(=O)Nc3ccc(C(F)(F)F)cc3)ccc2O[C@@H]1CN(C)S(=O)(=O)c1ccccc1	-10.1	/	14.9	-3.2	-7.2	-24.5	/
46	C[C@@H]1CCCCO[C@H](CN(C)C(=O)Nc2ccc3c(c2)OCO3)[C@@H](C)CN([C@@H](C)CO)C(=O)c2cc(NC(=O)C3CCCCC3)ccc2O1	-4.4	0.1[16.7 µM]	/	-0.6	-4.5	-10.2	/
47	C[C@H](CO)N1C[C@H](C)[C@@H](CN(C)Cc2ccncc2)Oc2ccc(NC(=O)Nc3ccccc3)cc2C1=O	-7.3	-2.9[16.7 µM]	-13.1	5.0	7.9	5.8	/
48	CO[C@H]1CN(C)C(=O)c2cc(NC(=O)c3cc(C)on3)ccc2OC[C@H](C)N(C(=O)C2CC2)C[C@H]1C	1.4	4.1[16.7 µM]	/	1.1	4.0	14.2	7.7
49	CNC[C@@H]1OCCCC[C@@H](C)Oc2ccc(NC(=O)Nc3ccccc3)cc2C(=O)N([C@H](C)CO)C[C@@H]1C	-6.0	7.2[16.7 µM]	-12.9	-1.5	/	11.3	/
50	O=C(CCn1c(=S)oc2ccccc21)Nc1cc([N+](=O)[O-])ccc1F	14.0	/	5.9	-1.1	4.3	/	0.3

Looked up above.
CFTR F508del cor result of entry 33 is entered as 3.3
DENV2 CPE result of entry 47 is entered as 7.9

Record cards (already shown).
C[C@H](CO)N1C[C@H](C)[C@@H](CN(C)Cc2ccncc2)Oc2ccc(NC(=O)Nc3ccccc3)cc2C1=O in the list: EWS-Fli inh: -7.3; miR122 inh: -2.9[16.7 µM]; PAX8 inh HTS: -13.1; CFTR F508del cor: 5.0; DENV2 CPE: 7.9; GSIS activator: 5.8; FN deposit inh: /
Cc1ccc(NC(=O)C2CC(=O)N(C(C)C)C2)cc1C (stereo not given) in the list: EWS-Fli inh: 5.9; miR122 inh: /; PAX8 inh HTS: 9.7; CFTR F508del cor: 0.1; DENV2 CPE: ?; GSIS activator: 10.7; FN deposit inh: 3.7
CC1CCCCN1CCNC(=O)c1ccc2c(c1)N(Cc1ccccc1)C(=O)c1ccccc1S2(=O)=O (stereo not given) in the list: EWS-Fli inh: /; miR122 inh: 2.0; PAX8 inh HTS: 5.4; CFTR F508del cor: -2.9; DENV2 CPE: 2.8; GSIS activator: -5.6; FN deposit inh: 6.2

(more compounds)
#	mol	EWS-Fli inh	miR122 inh	PAX8 inh HTS	CFTR F508del cor	DENV2 CPE	GSIS activator	FN deposit inh
51	O=C(Nc1cccc(S(=O)(=O)NC2=NCCC2)c1)c1ccccc1F	0.9	8.6	-4.9	-7.7	0.7	-6.3	-4.7
52	C=CC1C2C(C)=CC(C3C(=O)N(C)C(=O)C32)N1Cc1ccc(OC)cc1 (stereo not given)	0.8	/	7.0	-0.3	6.9	/	/
53	CC(=O)N1CCc2cc(S(=O)(=O)Nc3ccccc3N3CCN(C)CC3)ccc21	-10.8	-0.4	3.2	-4.9	-0.2	/	-12.0
54	O=C(NCc1cccnc1)C(=O)NCC1OCCCN1S(=O)(=O)c1ccc(Cl)cc1 (stereo not given)	3.8	/	-6.5	/	-7.7	2.7	-6.8

Compounds as they come. About 3.9% of those tested had a hit in this group.
